Screening data (PubChem BioAssay)
CHOP UPR activ: apoptotic UPR (CHOP) activation | CHO-CHOP luciferase reporter, luminescence; percent of tunicamycin response over DMSO baseline | activation, % at 10 µM | hit rate 0.34% among 330,000 | AID 449763;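 active means at 10 µM dose, activation of 40% or more, normalized to positive control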;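 further: 100% = tunicamycin at 10 µg/mL and 0% = DMSO alone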
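Evaluation: % reporter activation, DMSO baseline versus tunicamycin full activation; System: CHO-CHOP luciferase reporter cell line; Input: 500 cells/well; Incubation: 6 h compound treatment, 37 °C; Measured by: Steady-Glo luciferase luminescence; Dosing: one dose, 10 µM in 0.5% DMSO; Buffer or medium: F12 medium, 10% FBS; Benchmarks: positive tunicamycin 10 µg/mL, negative DMSO alone.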
CCR6 antagonist: blocks CCL20-driven beta-arrestin recruitment at human CCR6; P51684; CHO-K1 CCR6 PathHunter beta-arrestin, luminescence, CCL20-stimulated; inhibition, % at 20 µM; hit rate 0.49% among 340,000; AID 493098;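 active means compounds whose inhibition of the agonist-driven luminescence signal at 20 µM reaches about 50%, limit read from the data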;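 further: cells stimulated with CCL20 at 14 nM final; plate controls were DMSO with CCL20 for no effect and DMSO without agonist for full effect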
Target sequence (P51684 whole entry, looked up): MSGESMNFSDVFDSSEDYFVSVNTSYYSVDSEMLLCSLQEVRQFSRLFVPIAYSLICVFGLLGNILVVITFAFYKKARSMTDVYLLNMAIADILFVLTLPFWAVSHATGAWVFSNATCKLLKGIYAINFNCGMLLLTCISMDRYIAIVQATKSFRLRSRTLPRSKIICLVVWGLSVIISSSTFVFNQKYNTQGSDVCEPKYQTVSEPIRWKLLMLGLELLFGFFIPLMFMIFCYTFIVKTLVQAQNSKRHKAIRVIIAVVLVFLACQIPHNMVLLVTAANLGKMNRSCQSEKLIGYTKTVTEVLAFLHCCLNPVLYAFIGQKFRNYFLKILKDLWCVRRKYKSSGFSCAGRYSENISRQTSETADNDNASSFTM
UPR XBP1 act: activators of adaptive arm of unfolded protein response (XBP1). activation, % at 20 µM. AID 463104. hit rate 0.33% among 330,000. CHO-XBP1 luciferase reporter, IRE1-XBP1 UPR activation, luminescence; percent of tunicamycin response, DMSO as zero;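 active means versus positive control, 20 µM dose yields 30% or more activation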;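 further: 100% = tunicamycin at 10 µg/mL and 0% = DMSO only wells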
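Material: CHO cell line with stable XBP1 luciferase reporter; schedule: 16-18 h cell attachment at 37 °C, then 6 h compound exposure; signal: glow luminescence from Steady-Glo reagent; medium: serum-containing F12 medium, 10% FBS; benchmarks: tunicamycin 10 µg/mL and vehicle-only wells; read-out: percent activation relative to tunicamycin reference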
EBI2 block: blocks human EBI2 receptor beta-arrestin signaling; EBI2 beta-arrestin recruitment, luminescence, 7a,25-OHC stimulated; inhibition, % at 5 µM; hit rate 0.81% among 360,000; in the data active means inhibition above about 38%;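 further: enzyme fragment complementation signal reports receptor beta-arrestin coupling in cells; 0% = agonist plus DMSO wells and 100% = wells without agonist; some results beyond the cut were filed as inactive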
Target sequence (P32249 whole entry, looked up, the tested form may be a part): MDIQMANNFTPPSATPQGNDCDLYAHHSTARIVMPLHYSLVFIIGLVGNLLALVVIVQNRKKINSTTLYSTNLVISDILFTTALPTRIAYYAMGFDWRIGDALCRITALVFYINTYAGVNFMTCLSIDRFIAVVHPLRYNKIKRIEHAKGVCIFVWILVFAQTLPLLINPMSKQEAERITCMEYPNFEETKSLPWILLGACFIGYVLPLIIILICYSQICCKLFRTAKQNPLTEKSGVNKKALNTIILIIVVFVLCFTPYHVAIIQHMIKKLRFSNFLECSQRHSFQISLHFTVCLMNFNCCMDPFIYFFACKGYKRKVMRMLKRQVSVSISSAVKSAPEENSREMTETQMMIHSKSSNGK
Gli-Sufu antag: antagonists of Gli-Sufu signaling. Sufu-KO-LIGHT fibroblasts, Gli luciferase reporter luminescence. inhibition, % at 5 µM. hit rate 0.74% among 340,000. AID 588413;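 active means inhibition above about 55%, limit read from the data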;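 further: 0% = DMSO-treated cells and 100% = wells with medium but no cells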
Jurkat NFkB inh: inhibitors of the PMA/ionomycin-induced NF-kB reporter in Jurkat cells; PMA/ionomycin-induced NF-kB luciferase reporter, luminescence; inhibition, % at 4 µM; hit rate 0.53% among 330,000; in the data active means inhibition above about 50%
CXCR6 block: blocks human CXCR6 beta-arrestin recruitment | O00574 | CHO-K1 PathHunter CXCR6 beta-arrestin, luminescence | inhibition, % at 20 µM | hit rate 0.36% among 360,000; in the data active means inhibition above about 34%, passing the limit was not always enough;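 further: antagonist mode with CXCL16 agonist at 10 nM final; 0% = 10 nM CXCL16 with DMSO and 100% = unstimulated wells without agonist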
Target sequence (O00574 whole entry, looked up): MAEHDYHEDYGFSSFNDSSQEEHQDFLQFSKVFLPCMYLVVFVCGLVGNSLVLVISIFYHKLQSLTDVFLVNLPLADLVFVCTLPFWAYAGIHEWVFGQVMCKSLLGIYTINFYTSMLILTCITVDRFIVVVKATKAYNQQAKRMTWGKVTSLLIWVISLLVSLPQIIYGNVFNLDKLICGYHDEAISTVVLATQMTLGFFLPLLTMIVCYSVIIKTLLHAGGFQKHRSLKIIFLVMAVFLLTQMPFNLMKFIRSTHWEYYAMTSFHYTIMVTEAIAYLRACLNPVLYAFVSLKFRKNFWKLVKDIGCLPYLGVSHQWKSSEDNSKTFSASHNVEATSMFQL
697 NFkB inh: lowers PMA/ionomycin-induced NF-kB signal in 697 B cells; 697 B-cell NF-kB luciferase reporter, 16 h; inhibition, % at 4 µM; hit rate 0.33% among 330,000; AID 435022; in the data active means inhibition above about 35%
Mdm2 MdmX PPI: human Mdm2/MdmX binding inhibition | O15151+Q00987 | SaOS-2 split-luciferase Mdm2/MdmX complementation, luminescence | inhibition, % at 8 µM | hit rate 3% among 330,000 | AID 485346;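 active means inhibition of at least 50% at 8 µM in the primary screen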
The depositor's hits bear a star; . = no result given.

Below each compound: CHOP UPR activ	UPR XBP1 act	697 NFkB inh	CCR6 antagonist	Mdm2 MdmX PPI	CXCR6 block	EBI2 block	Gli-Sufu antag	Jurkat NFkB inh
- NC(=O)C1CC(=O)N(c2ccc(OCc3ccc(Cl)cc3Cl)cc2)C1 (stereo unspecified)
→ 1.3	1	24	2	7	0	-3	-6	-22
- Cc1cc(NC(=O)CC(C)C)c(=O)n(Cc2ccccc2F)c1
→ 1.0	-3	-36	4	0	-2	9	4	-20
- Fc1ccc(F)c(CNc2ncnc3cc(Cl)ccc23)c1
→ -0.7	1	-9	10	16	-3	3	48	13
- CCOC(=O)c1c(NC(=O)c2ccc(S(=O)(=O)N3CCOCC3)cc2)sc2c1CCN(C)C2
→ -0.6	1	-27	17	22	3	0	9	-23
- Cc1ccc(S(=O)(=O)/N=C(/Nc2ccc(F)cc2F)c2ccccc2)cc1
→ 0.5	-4	-12	8	1	5	6	-1	1
- COC(=O)Cc1c(C)c2cc(Cl)c(OC(=O)c3ccco3)cc2oc1=O
→ -3.1	2	25	-6	23	4	-5	2	18
- O=C(CSc1ccsc1[N+](=O)[O-])NCCc1ccccc1
→ 0.4	-2	-14	17	-2	4	-15	15	-6
- CCCCNc1nnc(SCC(=O)N2CCN(S(=O)(=O)c3ccc4ccccc4c3)CC2)s1
→ 6.5	6	6	6	17	4	1	-22	-2
- CC(=O)c1sc(-c2ccccc2)cc1N
→ 1.3	1	-14	9	-3	6	-4	-2	-13
- COC(=O)C(C)N(C(=O)c1ccc(Cl)cc1)c1c(C)cccc1C (stereo unspecified)
→ -1.6	0	-8	-5	-4	8	6	-1	-6
- COc1ccc(CC2(CO)CCN(Cc3cccc4nccnc34)CC2)cc1
→ -0.8	-2	6	0	-18	-2	-7	17	7
- Cc1ccc(CCNC(=O)CCn2ccc3cc(S(=O)(=O)N4CCCC4)ccc32)cc1
→ -0.8	1	-12	17	18	4	-8	.	6
- CCCCC(=O)Nc1ccc(C(=O)NNC(=O)c2ccc(C)c(Br)c2)cc1
→ -0.5	0	13	18	65*	-19	-17	8	10
- CC1CCCC(NC(=O)CCC(=O)c2ccc(F)cc2)C1C (stereo unspecified)
→ -1.2	-2	-3	13	-15	-3	13	7	0
- Cc1ccc(NC(=O)c2ccncc2)cc1S(=O)(=O)N(C)C
→ 5.1	-3	-17	3	-13	-21	-10	-2	-4
- O=c1[nH]c(CN2CCN(c3ccccc3Cl)CC2)nc2ccsc12
→ -0.8	-4	6	6	20	-4	-11	2	6
- CC1(C)Cc2c(c(=S)nc(-c3ccccc3)n2CCCN2CCOCC2)CO1
→ 13	2	9	9	22	-4	16	-1	4
- O=C1CC(C(=O)O)NC(=S)N1 (stereo unspecified)
→ .	.	.	2	.	3	-11	-3	.
- CC(C)c1ccc(CNc2ncc(Br)cn2)cc1
→ 8.6	3	-65	-4	-20	3	5	-43	-72
- CCc1ccccc1N(C(=O)CNC(=O)c1ccco1)C(C(=O)NC1CCCC1)c1cccnc1 (stereo unspecified)
→ -1.9	-3	1	1	5	3	-10	-8	-30
- COc1ccc(CCC(=O)OCC(=O)N(C)c2c(N)n(Cc3ccccc3)c(=O)[nH]c2=O)cc1
→ 1.2	1	20	5	12	0	-3	-3	9
- Cc1cc(C)n(-c2nc3sc4c(c3c3nnc(SC(C)C)n23)CC(C)(C)OC4)n1
→ 1.7	1	-21	5	0	13	-3	-6	2
- C#CCOCCOCCOCCNc1nc(N2CCN(C(=O)[C@H](CCC(=O)O)n3cc(C(N)CC(C)C)nn3)CC2)nc(N2CCN(C(=O)[C@H](Cc3ccc(O)cc3)n3cc(C(N)CC(C)C)nn3)CC2)n1 (stereo partly specified)
→ 0.8	0	9	-6	10	1	2	2	0
- CC(Oc1ccc2c3c(c(=O)oc2c1)CCCC3)C(=O)NCCN1CCOCC1 (stereo unspecified)
→ 1.7	-3	-4	-1	16	-10	-3	5	21
- Cc1cc(-c2ccc(Cl)cc2)c2cnn(C(C)C)c2n1
→ 2.5	3	-10	19	23	-17	11	-6	-22
- Cc1ccc(C(=O)O/N=C(\N)c2ccccn2)cc1
→ -9.0	-16	-161	-9	91*	-8	-12	-22	-77
- Cc1ccc(C2CC(=O)c3cnc(N4CCc5ccccc5C4)nc3C2)cc1 (stereo unspecified)
→ 0.3	-2	-2	14	13	0	12	3	-15
- Cn1c(CN2CCCC2)c(C#N)c2ccccc21
→ 0.2	-1	-2	3	-10	-7	-5	6	2
- NS(=O)(=O)c1ccc(NC(=O)CN2CCc3ccccc3C2)cc1
→ 2.8	2	10	12	-4	12	-2	9	16
- O=Cc1ccc(-n2nncc2-c2ccc([N+](=O)[O-])cc2)cc1
→ 0.0	-3	16	-13	-5	-7	5	-8	6
- C[C@]1(C(=O)NCCCNc2ncc(C(F)(F)F)cc2Cl)C=C[C@@H](Cc2ccccc2)N1C(=O)c1ccccc1
→ 1.2	-1	17	5	37	7	0	-2	12
- O=C(/C=C/c1cccs1)c1cc(Br)ccc1OC(=O)N1CCOCC1
→ -1.6	2	-2	11	53*	-6	16	-4	5
- Cc1cc(N/N=C/c2ccncc2)c([N+](=O)[O-])cc1[N+](=O)[O-]
→ -0.5	2	1	-11	2	-6	-9	-13	12
- COc1ccc2[nH]c3c(=O)n(CCCCC(=O)N4CCCC4)c(=S)[nH]c3c2c1
→ 0.9	-1	26	1	34	11	-1	1	12
- O=C(N/N=C/c1ccc(O)cc1)c1csc2ccccc12
→ 0.4	5	-29	8	12	2	-2	-17	-9
- N#CCCN(C(=O)COC(=O)C1CCN(S(=O)(=O)c2cccs2)CC1)c1ccccc1
→ -0.7	-2	10	13	4	-5	-11	-4	7
- Cc1ccc(-n2[nH]c(C)c(C=Nc3ccc(S(=O)(=O)Nc4nc(C)cc(C)n4)cc3)c2=O)c(C)c1
→ 3.0	-4	7	1	-7	-2	-2	-10	-1
- NC(=NCCc1ccc(Cl)cc1)NS(=O)(=O)c1ccc(F)cc1
→ -2.2	0	-18	8	33	-6	-12	8	0
- Cc1cc(=O)[nH]c(SCC(=O)Nc2ccc(Br)cc2)c1C#N
→ 0.4	0	-5	-6	-4	-8	-3	-5	2
- COc1ccc(-c2cn3ccccc3n2)cc1[N+](=O)[O-]
→ 2.9	4	-37	13	-90	11	-6	-56	-36
- Cc1ccc(NC(=O)COC(=O)COc2cccc3c2OC(C)(C)C3)cc1C
→ 1.5	1	-9	1	10	13	0	3	18
- c1sc2[n+](c1C13CC4CC(CC(C4)C1)C3)CCS2
→ -0.6	-2	-27	14	-9	23	0	33	3
- c1ccc(CCc2nc3ccccc3[nH]2)cc1
→ 2.6	1	-74	11	-68	-3	-6	-48	-49
- Cc1ccc(C(=O)Nc2cccc(C(F)(F)F)c2)cc1NC(=O)c1c[nH]c2cc(C(F)(F)F)ccc2c1=O
→ 1.1	-1	-25	1	27	-8	2	-8	-8
- COc1ccc(C2C3C=CCC(c4cccc(-c5ccc(C)cc5)c4)C3C(=O)N2Cc2ccccc2)cc1Cl (stereo unspecified)
→ -0.6	-1	-74	2	33	5	-6	25	12
- Cc1ccc(CCN2CC(C(=O)NCc3ccc4c(c3)OCO4)CC2=O)cc1 (stereo unspecified)
→ 0.1	-2	-6	10	-16	4	1	-1	-10
- Cc1ccc(OCCCn2ccnc2)c([N+](=O)[O-])c1
→ 0.5	-2	-11	2	3	-4	-1	2	-8
- CCCc1nc2c(=O)n(C)c(=O)nc-2n(C)n1
→ .	.	.	7	.	-14	5	59*	.
- N#CCCn1cc(C(=O)N2CCCCC2)c(-c2ccc([N+](=O)[O-])cc2)n1
→ -1.3	-1	0	-1	0	5	-5	0	1
- COc1ccc(Nc2ncnc3ccccc23)c(OC)c1
→ 0.8	-1	-2	2	9	1	-4	0	0

The list continues:
Below each compound: CHOP UPR activ	UPR XBP1 act	697 NFkB inh	CCR6 antagonist	Mdm2 MdmX PPI	CXCR6 block	EBI2 block	Gli-Sufu antag	Jurkat NFkB inh
- CCc1cc(C(=O)Nc2cc(S(=O)(=O)N(C)C)ccc2C)sc1C
→ -1.1	-4	-4	1	9	-5	11	2	-2
- O=C(Cn1cnc2ccccc2c1=O)NCc1ccco1
→ -2.6	-2	4	-15	12	-6	-14	3	-6
- O=C(Nc1ccccc1[N+](=O)[O-])c1cncc(Br)c1
→ 2.8	1	1	-3	-11	7	-8	-10	18
- COc1cc(CN2CC(=O)N(c3ccc(C)cc3)C2=S)cc(OC)c1OC
→ 3.4	-2	-9	-14	30	2	4	4	-4
- COc1ccc(CCN2CC(C(=O)NC3CCOCC3)CCC2=O)cc1 (stereo unspecified)
→ -1.6	-5	8	0	4	2	3	5	12
- Cc1cccc(OCCCC(=O)Nc2nccs2)c1
→ -1.8	-4	12	-30	17	-2	-5	-12	13
- Nc1nc(Br)c2c(F)cccc2c1-c1ccccc1
→ 0.8	3	-6	-4	12	-3	1	-11	-2
- Cc1ccc(N2CC(C(=O)Nc3nnc(SCC(=O)N4CCOCC4)s3)CC2=O)cc1 (stereo unspecified)
→ 0.2	-2	16	0	-5	1	-6	4	12
- CC(=O)Nc1ccc(S(=O)(=O)N2c3ccc(F)cc3CCC2C)cc1 (stereo unspecified)
→ 1.4	3	-21	10	49	-7	10	-1	57*
- Cc1c(C(=O)NCCN2CCOCC2)oc2ccc(Br)cc12
→ 5.2	-1	2	-2	-3	-3	3	-11	-5
- CC(=O)NCCc1nc2cc(NC(=O)c3ccccc3C)ccc2n1C
→ 1.2	-2	0	2	13	7	-7	2	-11
- Cc1c(NC(=O)/C(C#N)=C/c2ccc(-c3cccc(Cl)c3)o2)c(=O)n(-c2ccccc2)n1C
→ 1.1	5	5	24	28	5	15	11	-8
- COc1ccccc1NS(=O)(=O)/C=C/c1ccccc1
→ 5.6	1	-13	0	15	-4	-6	-5	9
- COc1ccc(NC(=O)COC(=O)CCNS(=O)(=O)c2ccccc2)cc1OC
→ -0.2	-2	5	4	4	0	8	-7	-17
- C[C@H](CO)N1C[C@H](C)[C@@H](CN(C)Cc2ccc(Oc3ccccc3)cc2)Oc2c(NC(=O)C3CC3)cccc2C1=O
→ 0.4	1	4	19	16	15	25	23	-5
- O=c1[nH]c(CSc2nnc(-c3cccnc3)n2C2CCCCC2)nc2ccccc12
→ -0.4	1	10	1	-10	-8	-9	-6	4
- CCN(CC)CC(=O)Nc1cc(N(C)C)nc2ccccc12
→ 6.3	-2	-1	11	-16	15	3	32	4
- CCc1ccc2oc(=O)cc(CN3CCOCC3)c2c1
→ -0.6	-3	2	-12	9	-6	-6	0	-7
- CCOC(=O)C(=O)N1CCC(C(=O)OC)CC1
→ -1.3	-4	22	-4	-25	-3	-5	2	-10
- COc1ccc(S(=O)(=O)N2CCN(C)CC2)cc1C
→ -1.0	-1	4	2	17	-4	-1	-2	2

Record cards, as listed above. Order of screens: CHOP UPR activ | UPR XBP1 act | 697 NFkB inh | CCR6 antagonist | Mdm2 MdmX PPI | CXCR6 block | EBI2 block | Gli-Sufu antag | Jurkat NFkB inh
Record of O=c1[nH]c(CSc2nnc(-c3cccnc3)n2C2CCCCC2)nc2ccccc12 = -0.4 | 1 | 10 | 1 | -10 | -8 | -9 | -6 | 4
Record of C[C@H](CO)N1C[C@H](C)[C@@H](CN(C)Cc2ccc(Oc3ccccc3)cc2)Oc2c(NC(=O)C3CC3)cccc2C1=O = 0.4 | 1 | 4 | 19 | 16 | 15 | 25 | 23 | -5
Record of COc1ccccc1NS(=O)(=O)/C=C/c1ccccc1 = 5.6 | 1 | -13 | 0 | 15 | -4 | -6 | -5 | 9
